LYPLA2 counter – LYPLA2 inhibitors, primary screen, counter-screen for PME1 inhibitor project, biochemical, fluorescence polarization, FP-Rh probe ABPP; inhibition, % at 5.9 µM; recombinant LYPLA2; 0.38% of 320,000 active;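 active = inhibition above the screen-wide mean plus 3 SD, limit set per campaign, cut at about 26% in these data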;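 note: 0% = LYPLA2 with DMSO and 100% = wells lacking LYPLA2 enzyme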
PREPL inhibitor – PREPL enzyme inhibitors, primary screen, biochemical, fluorescence polarization. Prolyl endopeptidase-like (Homo sapiens), Q4J6C6. recombinant PREPL, fluorescence polarization activity-based probe. inhibition, % at 5.96 µM. 0.68% of 320,000 active. AID 2751, 2010; in the data active = inhibition above about 43%;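 note: 0% = enzyme with DMSO and 100% = wells lacking enzyme; many of its hits are not listed in these tables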
PME-1 inh – PME-1 inhibitors via competitive probe labeling, primary screen, biochemical, fluorescence polarization, FP-Rh probe, HTS. Protein phosphatase methylesterase 1 (Homo sapiens), Q9Y570. recombinant PME-1. inhibition, % at 5.9 µM. 0.53% of 320,000 active. AID 2130, 2009;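 active = inhibition above the campaign mean of all compounds plus 3 SD, cut at about 26% in these data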;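 note: competitive labeling of PME-1 active site by serine hydrolase directed probe; 0% = PME-1 with DMSO and 100% = wells lacking PME-1 enzyme; inhibitors block probe labeling so polarization falls and inhibition rises; many of its hits are not listed in these tables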
PAFAH1B2 inh – PAFAH1B2 enzyme inhibitors, primary screen, biochemical, fluorescence polarization, human | recombinant PAFAH1B2, FP-rhodamine activity probe | inhibition, % at 3.39 µM | 1.2% of 340,000 active;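 active = inhibition above the mean of all tested compounds plus 3 SD, cut at about 24% in these data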;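 note: 0% = enzyme with DMSO and 100% = wells lacking PAFAH1B2; many of its hits are not listed in these tables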
Target sequence (P68402 whole entry, looked up): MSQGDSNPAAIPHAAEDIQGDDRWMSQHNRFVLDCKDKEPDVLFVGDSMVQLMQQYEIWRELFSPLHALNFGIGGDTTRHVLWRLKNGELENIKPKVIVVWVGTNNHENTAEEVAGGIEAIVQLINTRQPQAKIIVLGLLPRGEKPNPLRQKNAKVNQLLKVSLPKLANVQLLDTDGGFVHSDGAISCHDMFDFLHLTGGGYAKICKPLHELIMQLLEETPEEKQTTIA
PAFAH1B3 FP inh – PAFAH1B3 enzyme inhibitors, primary screen, biochemical, fluorescence polarization, human; Platelet-activating factor acetylhydrolase IB subunit alpha1 (Homo sapiens), Q15102; recombinant PAFAH1B3, FP-rhodamine probe; inhibition, % at 3.39 µM; 0.28% of 340,000 active; AID 492972, 2010;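 active = inhibition above the screen-wide average of all tested compounds plus 3 SD, cut at about 25% in these data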;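 note: 0% = enzyme with DMSO only and 100% = wells lacking PAFAH1B3 protein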
Target sequence (Q15102 whole entry, looked up): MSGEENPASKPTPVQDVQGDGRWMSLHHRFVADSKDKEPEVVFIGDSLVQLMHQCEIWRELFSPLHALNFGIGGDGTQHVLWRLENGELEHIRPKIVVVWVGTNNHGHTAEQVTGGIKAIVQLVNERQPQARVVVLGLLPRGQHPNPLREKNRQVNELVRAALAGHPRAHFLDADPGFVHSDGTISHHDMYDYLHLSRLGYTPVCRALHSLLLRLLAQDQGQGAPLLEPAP
PAD4 inh – human PAD4 inhibitors, primary screen, biochemical, fluorescence polarization, 1536-well format | recombinant PAD4, RCA probe fluorescence polarization | inhibition, % at 6.36 µM | Protein-arginine deiminase type-4 (Homo sapiens), Q9UM07 | 0.41% of 330,000 active;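 active = percent inhibition above a cutoff equal to the mean of all tested compounds plus 3 SD, cut at about 15% in these data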;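 note: 0% = PAD4 with RCA probe and DMSO and 100% = probe without PAD4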
LYPLA1 inh – LYPLA1 inhibitors, primary screen, counter-screen for PME1 inhibitor project, biochemical, fluorescence polarization, FP-Rh probe ABPP; AID 2174, 2009; 0.16% of 320,000 active; recombinant LYPLA1; Acyl-protein thioesterase 1 (Homo sapiens), O75608; inhibition, % at 5.9 µM;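 active = inhibition above the mean of all tested compounds plus 3 SD, set per campaign, cut at about 14% in these data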;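 note: inhibitors block serine hydrolase probe labeling of LYPLA1 so polarization falls; 0% = enzyme with DMSO and 100% = wells lacking LYPLA1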
Target sequence (O75608 whole entry, looked up): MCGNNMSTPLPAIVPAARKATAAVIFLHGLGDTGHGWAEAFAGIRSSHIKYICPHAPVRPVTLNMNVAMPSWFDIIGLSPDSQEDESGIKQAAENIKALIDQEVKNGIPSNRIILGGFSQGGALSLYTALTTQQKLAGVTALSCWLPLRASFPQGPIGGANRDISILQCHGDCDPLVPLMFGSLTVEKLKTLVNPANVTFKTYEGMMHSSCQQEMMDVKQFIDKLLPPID
GSTO1 inh – inhibitors of recombinant GSTO1, primary screen, counter-screen for RBBP9 inhibitor project, biochemical, fluorescence polarization | inhibition, % at 5.96 µM | Glutathione S-transferase omega-1 (Homo sapiens), P78417 | 1.1% of 300,000 active | activity-based probe fluorescence polarization;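 active = inhibition above the campaign mean inhibition plus 3 SD, cut at about 35% in these data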;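 note: 0% = GSTO1-1 with DMSO and 100% = wells lacking GSTO1-1 enzyme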
Target sequence (P78417 whole entry, looked up): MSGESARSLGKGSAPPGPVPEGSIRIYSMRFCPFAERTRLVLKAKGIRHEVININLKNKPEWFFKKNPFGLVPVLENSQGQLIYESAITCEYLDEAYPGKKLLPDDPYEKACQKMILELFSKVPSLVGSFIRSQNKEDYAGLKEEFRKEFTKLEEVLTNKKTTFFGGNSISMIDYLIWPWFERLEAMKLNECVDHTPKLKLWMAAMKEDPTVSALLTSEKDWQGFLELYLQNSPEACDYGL
pPAFAH FP inh – pPAFAH enzyme inhibitors, primary screen, biochemical, fluorescence polarization, human. 1.5% of 330,000 active. recombinant pPAFAH, FP-rhodamine probe fluorescence polarization. AID 463082, 2010. Platelet-activating factor acetylhydrolase (Homo sapiens), Q13093. inhibition, % at 3.39 µM;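 active = inhibition above the mean inhibition across the screen plus 3 SD, cut at about 25% in these data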;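 note: inhibitors block binding of the rhodamine activity-based probe so polarization drops; 0% = enzyme with DMSO and 100% = wells lacking pPAFAH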
* marks the source's active call; other numbers are inactive results; · = no result given.

Sample of the layout:
SMILES	PAFAH1B3 FP inh	PAFAH1B2 inh	PME-1 inh	LYPLA2 counter	pPAFAH FP inh	PAD4 inh	GSTO1 inh	PREPL inhibitor	LYPLA1 inh
COCCN(Cc1ccccc1)C(=O)c1cccc(S(=O)(=O)N2CCCc3ccccc32)c1	-1	1	4	4	3	-5	·	13	3
CC1(C)CC(NS(=O)(=O)c2ccc(S(N)(=O)=O)cc2)CC(C)(C)N1	7	4	-5	9	4	1	2	-6	1

Results, previewed entries included:
SMILES	PAFAH1B3 FP inh	PAFAH1B2 inh	PME-1 inh	LYPLA2 counter	pPAFAH FP inh	PAD4 inh	GSTO1 inh	PREPL inhibitor	LYPLA1 inh
COCCN(Cc1ccccc1)C(=O)c1cccc(S(=O)(=O)N2CCCc3ccccc32)c1	-1	1	4	4	3	-5	·	13	3
CC1(C)CC(NS(=O)(=O)c2ccc(S(N)(=O)=O)cc2)CC(C)(C)N1	7	4	-5	9	4	1	2	-6	1
N#Cc1c(N2CCN(C(=O)c3ccccc3)CC2)nc(-c2ccccc2)c2c1CCCC2	4	2	2	3	10	0	4	3	-2
O=c1cnc2ccccc2n1CC1CCCCC1	-4	1	4	11	4	-1	-3	-4	0
CN(C)S(=O)(=O)c1ccc(NC=O)cc1	3	1	-2	-5	1	4	14	8	-3
COc1ccccc1NC(=O)CSc1nnc(-c2ccncc2)o1	10	5	-1	0	2	-3	-1	6	1
Cn1nc(NC(=O)CC(C)(C)CC(=O)O)c2ccccc21	·	·	-4	-1	-10	-5	3	6	-2
Cc1ccc(S(=O)(=O)NCC2CCCO2)cc1[N+](=O)[O-] (stereo unspecified)	-3	1	-6	1	-3	-4	4	-8	3
COC(=O)N/N=C/c1cn(CCOc2ccccc2OC)c2ccccc12	2	-2	2	2	5	4	-3	0	-4
Cc1ccc(C(=O)NCCc2ccccn2)cc1S(=O)(=O)N1CCOCC1	·	·	5	2	4	-2	0	-5	1
O=C(CCN1C(=O)C2CCCCC2C1=O)Nc1nc2ccc(F)cc2s1 (stereo unspecified)	0	-1	-2	-9	-7	-6	·	17	-1
O=S(=O)(c1ccc2c(c1)OCCO2)N1CCC(O)(c2ccc(Cl)cc2)CC1	4	0	3	0	-7	-8	-9	-68	-2
Cc1ccc2oc(NC(=O)N3CCOCC3)cc(=O)c2c1	-7	-3	-1	4	-3	2	3	9	1
Cc1ccc(S(=O)(=O)c2nc(-c3cccs3)oc2NCc2cccnc2)cc1	-1	1	11	4	-4	-6	10	9	-3
O=C1CCN(CCc2ccccc2)CCN1[C@H](COc1ccccc1)Cc1ccccc1	-4	4	-2	-1	8	-2	7	-8	0
CCOC(=O)N1CCN(c2cc(=O)n(-c3cccc(Br)c3)c(=O)[nH]2)CC1	1	5	3	-8	2	-2	-6	14	-4
Cc1ccc(S(=O)(=O)N2CCCC2C(=O)Nc2nc3ccccc3s2)cc1 (stereo unspecified)	11	2	1	-1	6	-1	1	-3	0
CCN(CC)CCNC(=O)C1CCC(=O)N1CCc1ccccc1 (stereo unspecified)	3	-1	2	10	3	-2	5	3	4
CCn1ncc(C2C(C(=O)Nc3ccc(C)cn3)=C(C)NC3=C2C(=O)CCC3)c1C (stereo unspecified)	12	-3	1	-10	-3	-12	0	0	-4
CCC(=O)c1ccc(OCc2ccc(C(=O)OC)o2)c(OC)c1	1	5	1	0	4	-2	2	-12	-1
CCCc1cc(C(=O)OCC(=O)N2CCN(c3ccc(OC)cc3)CC2)sc1C	3	2	-2	6	8	3	·	19	0
O=C(CCNS(=O)(=O)c1cccc2nonc12)NC1CCCc2ccccc21 (stereo unspecified)	6	-1	0	-6	2	-3	2	-2	-3
CC1CCCCC1NC(=S)NC(=O)c1sc2ccccc2c1Cl (stereo unspecified)	1	0	-2	-6	3	1	-12	-4	-2
CCOC(=O)N1CCN(C(=O)CSc2ccc(-c3cccc(OC)c3)nn2)CC1	5	2	1	2	4	3	-4	1	3
COc1ccc(Oc2ccc(N/C=C/C(=O)C(C)(C)C)cc2)cc1	8	3	2	-4	4	4	-3	2	-1
CC(C)(C)SCCNC(=O)c1ccc(Cl)c(S(=O)(=O)N2CCOCC2)c1	3	3	-3	-5	2	-3	1	0	0
Cc1ccc(OCCn2cnc3sc(C(N)=O)c(C)c3c2=O)cc1	·	·	2	-2	1	-1	9	-11	-4
COCCn1c(Cc2ccccc2)nnc1SCC(=O)NC1CC1	6	6	-4	1	-1	-2	-2	7	4
Cc1ccc2[nH]c(C)c(CC(=O)NCc3ccccc3)c2c1	2	4	6	8	-1	-5	6	1	4
COc1cc(C(=O)Nc2ccc3c(c2)OCO3)c([N+](=O)[O-])cc1OC	7	-4	1	12	-3	0	0	-3	0
O=C(CNCc1ccco1)Nc1cc(S(=O)(=O)N2CCOCC2)ccc1N1CCCC1	6	6	-2	2	-2	1	-6	20	0
CC(NC(=O)COC(=O)Cc1ccc(Cl)cc1)c1ccccc1 (stereo unspecified)	-3	12	·	·	13	-4	·	15	·
CCOC(=O)C(C)Sc1nc(=O)n2cc(C)ccc2n1 (stereo unspecified)	5	4	2	-3	0	-1	10	2	1
CC1CCCCC1NC(=S)Nc1cccc(S(=O)(=O)N(C)C)c1 (stereo unspecified)	-2	0	-1	1	1	-4	3	3	-3
O=C1C(NS(=O)(=O)c2ccc(Cl)cc2)=C(N2CCCCC2)C(=O)c2ccccc21	5	11	7	6	11	-11	48*	18	1
Cc1cc(C)cc(NC(=O)COC(=O)CN=C2NS(=O)(=O)c3ccccc32)c1	-1	4	-1	-4	5	-5	8	0	-5
OC(c1cccc(Cl)c1)c1nccc2ccccc12 (stereo unspecified)	1	2	-3	-5	5	2	2	-49	-1
O=C(COc1ccccc1)NC1CCN(Cc2ccccc2)CC1	3	2	-1	-3	5	-2	6	11	-3
CN(C)C=Nc1ccc(Cl)c(Cl)c1	9	4	-1	4	3	0	2	-5	1
CSC(=S)N/N=C(\C)c1ccc(Br)cc1	10	10	4	4	4	-7	-31	-7	-3
Cc1noc(C)c1CSCC(=O)NCCN1C(=O)S/C(=C\c2ccccc2F)C1=O	-1	-1	-3	6	4	-2	-6	-13	1
CC(C)C(=O)NC(NC(=S)Nc1cccc2cccnc12)C(Cl)(Cl)Cl (stereo unspecified)	-1	-2	-1	1	5	-6	-6	-6	1
Cc1[nH]n(-c2ccccc2)c(=O)c1N=Nc1nccs1	5	3	2	8	9	-1	15	7	2
Cc1ccc(C(=O)OC(C(=O)Nc2ccc(Cl)cc2C(F)(F)F)c2ccccc2)cc1 (stereo unspecified)	7	4	2	-7	-1	-1	5	0	-2
Cc1cccc(C)c1NC(=O)C(=O)NCCc1c[nH]c2ccccc12	0	3	7	-5	3	2	6	-16	-1
COc1cccc(CNC(=O)c2ccc(S(=O)(=O)N3CCCC3)cc2)c1	-8	2	2	0	-5	4	6	9	2
CC1(C)Cc2c(sc3nc(-c4ccccc4)n(N)c(=O)c23)CO1	-2	-3	-5	3	1	-1	-1	-7	-4
O=C(Cc1ccc(Cl)cc1)N/N=C/c1ccncc1	6	7	-3	1	0	-1	2	-12	1
Cc1[nH]c2ccccc2c1C(=O)CSc1nncn1C	4	0	0	-2	-2	0	1	-7	-2
CC1CC(C)CN(CCCNC(=O)C2CCC(=O)N2C2CCCC2)C1 (stereo unspecified)	-4	-1	0	5	1	0	4	12	-3

Following part
SMILES	PAFAH1B3 FP inh	PAFAH1B2 inh	PME-1 inh	LYPLA2 counter	pPAFAH FP inh	PAD4 inh	GSTO1 inh	PREPL inhibitor	LYPLA1 inh
COc1ccc(O)c(/C=N/NC(=S)Nc2cccnc2)c1	5	6	12	4	8	-3	-5	1	2
CCc1ccc(C(=O)COC(=O)c2cccc(N3C(=O)c4c(C)nc5ccccc5c4C3=O)c2)cc1	-3	-4	-7	12	12	-1	10	7	0
Cc1ccccc1Cn1nc(C)c(NC(=O)C2(C)CC2(Cl)Cl)c1C (stereo unspecified)	-3	2	2	2	3	-4	-3	3	0
CCOc1ccc(OCC)c(NC(=O)C2CCCN(S(=O)(=O)c3c(C)n[nH]c3C)C2)c1 (stereo unspecified)	1	8	-3	-7	3	1	11	-3	-3
COc1cc(C)nc(N2CCC(C(=O)NCC3CCCO3)CC2)n1 (stereo unspecified)	3	3	2	6	-1	1	0	10	3
O=[N+]([O-])c1ccccc1CSc1nnc2ccccn12	-8	2	-2	1	3	-5	2	-3	1
O=C(Nc1ccncc1NC(=O)c1cccc([N+](=O)[O-])c1)c1cccc([N+](=O)[O-])c1	-5	-4	9	0	-2	-5	5	-10	2
C=CCOc1ccc(C=NNc2ccc(S(=O)(=O)Nc3ccccc3C(=O)O)cc2[N+](=O)[O-])cc1OC	15	10	·	·	37*	-2	·	62*	·
Cc1nc(N2CCN(Cc3ccccc3)CC2)nc2c1C(=O)CC(c1ccco1)C2 (stereo unspecified)	3	1	-8	9	8	-10	10	-9	2
CCCn1c(SCC(=O)NC(C)C)nc2sc3c(c2c1=O)CCC3	3	0	-1	-5	4	1	-7	3	2
O=C(Cc1ccc(F)cc1)Nc1ccccc1N1CCCC1	3	0	-9	-2	2	-1	6	16	-2
CC(NC(=O)COC(=O)C1=COCCO1)C12CC3CC(CC(C3)C1)C2 (stereo unspecified)	-6	25*	3	4	4	5	8	12	4
Cc1c(NC(=O)CSc2nc3ccccc3[nH]2)c(=O)n(-c2ccccc2)n1C	6	-3	2	9	6	1	-1	-8	6
FC(F)(F)c1cccc(N2CCN(C(=S)NCC3CCCO3)CC2)c1 (stereo unspecified)	7	5	1	3	30*	-3	3	-7	1
CCc1ccccc1NC(=O)CN1CCN(C(=O)CCC(=O)N2CCC(c3ccccc3)=N2)CC1	3	3	-3	-2	5	2	·	8	-3
COc1ccc(C2=NCCc3cc(OC)c(OC)cc32)cc1OC	5	1	0	-7	-3	2	3	-2	-4
Cc1cccc(N2CC(C(=O)Nc3ccc(S(=O)(=O)NCC4CCCO4)cc3)CC2=O)c1C (stereo unspecified)	-10	6	0	-5	3	3	0	-9	-1
Cc1oc(C(=O)O)cc1COc1ccc2c(C)cc(=O)oc2c1	1	2	2	6	11	2	-1	-3	3
COC(=O)CC1=C(C(=O)OC)C(c2ccncc2)C(C#N)=C(N)O1 (stereo unspecified)	4	4	-6	0	3	0	3	2	4
O=C(CN(Cc1ccco1)C(=O)Cn1nnc(-c2ccc(F)cc2)n1)NC1CCCC1	19	5	1	-4	0	-3	-2	6	-3
COc1ccc(NC(=O)CC2(Cc3ccccc3)CCOC(C)(C)C2)cc1 (stereo unspecified)	1	-2	-6	0	-8	-1	-1	17	0
O=C(CNC(=O)[C@@H]1Cc2ccccc2CN1)NC1CCCC1	5	4	-3	-4	1	1	0	-7	-5

The list is partial. The share of hits here may be higher or lower than overall.
